CXXC DNA block = blocks binding of human MLL CXXC domain to DNA; MLL-CXXC / FITC-HOXA9 DNA fluorescence polarization; Q03164; AID 2662; 290,000 tested, 0.037% active; Potency, µM (series often up to 115 µM), inactives show top-dose activity change, negative = inhibition, usual class: inhibitors; active = well fitted inhibition curve with a large enough effect in the polarisation, with a control signal flat, not every such curve was filed as active; inconclusive = small, poorly fitted or top-dose-only effect, or effect the other way, or a change in a side signal; inactive = no such curve, though single readings can be large or run the other way; the % refers to the polarisation; also: potency is read from the fitted curve at half-maximal effect
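Fluorescence polarization: 7 uM MLL-CXXC (stock) preincubated 5 min with compounds, then 50 nM fluorescein-HOX-A9 DNA (stock) added; 30 min ambient. Buffer 50 mM Tris-HCl pH 7.5, 50 mM NaCl, 1 mM DTT, 0.05% BSA.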
Mito fusion yeast = blocks mitochondrial division or promotes mitochondrial fusion. S. cerevisiae fusion-defective mutant growth rescue, CellTiterGlo 48 h. Potency, µM (series often up to 46.1 µM), without a hit: at the highest dose growth rescue (activation), most hits filed as activators. 320,000 tested, 0.23% active. AID 485298;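 also: potency is read from the fitted curve at half-maximal effect; % of control where 0% means no effect; nearly all actives have a fitted effect of over 45% in size; temperature-sensitive fusion mutants such as fzo1-1 at 37 °C on non-fermentable ethanol glycerol medium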
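Temperature-sensitive fusion-defective S. cerevisiae (e.g. fzo1-1, mgm1-5) were grown with compound in YPEG medium (3% ethanol, 3% glycerol) for 48 hours at 37C. Growth rescue was measured as viability by CellTiterGlo luminescence after 10 minutes at ambient.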
A-T KAP1 phos = potential ataxia-telangiectasia treatments restoring KAP-1 phosphorylation; […] A-T fibroblasts, KAP-1 phosphorylation AlphaLISA; neocarzinostatin DNA damage 30 min before lysis; Potency, µM (titrated, usually from 57.5 µM), inactives show at the top dose activation, most hits filed as activators; 320,000 tested, 0.19% active; also: potency is read from the fitted curve at half-maximal effect; % of control where 0% means no effect; nearly all actives have a fitted effect of over 45% in size
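ATM-like activity read as KAP-1 phosphorylation via AlphaLISA donor/acceptor antibody pairs after lysis and 6 hr at 25C. Cells were ATM-null patient fibroblasts ([…], hTERT), dosed 60 min, then exposed to the DSB inducer NCS for 30 min.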
Integrin act MD = activators of alpha7 integrin expression for muscular dystrophy | alpha7betagal myoblasts, beta-gal FDG fluorescence, 48 h | Potency, µM (highest dose often 38.3 µM), for inactives: at the highest dose activation, actives largely listed as activators | 350,000 tested, 0.064% active;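 also: potency is read from the fitted curve at half-maximal effect; 100% = response of the positive control SU9516; nearly all actives have a fitted effect of over 60% in size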
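alpha7betagal+/- myoblasts (passage 13, 250/well) treated 48 h at 37C with compounds at 1:260 dilution of DMSO stock. Lysed, then beta-galactosidase activity read as FDG fluorescence (ex 480/em 540) after 30 min, with pre-read for autofluorescence.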
TSHR antagonist = human thyrotropin receptor antagonism; TSHR-expressing cells, TSH-stimulated cAMP HTRF, 2 h; hits give low values; 330,000 tested, 0.2% active; activity change, negative = inhibition, % at 11.5 µM; P16473;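 active = activity change below a set negative limit, meaning inhibition stronger than a set level, cut at about -70% in these data; inconclusive = activity change between two set negative limits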; also: % is scaled to controls: 0 for no effect and ±100 for the full control effect
Target sequence (P16473 whole entry, looked up): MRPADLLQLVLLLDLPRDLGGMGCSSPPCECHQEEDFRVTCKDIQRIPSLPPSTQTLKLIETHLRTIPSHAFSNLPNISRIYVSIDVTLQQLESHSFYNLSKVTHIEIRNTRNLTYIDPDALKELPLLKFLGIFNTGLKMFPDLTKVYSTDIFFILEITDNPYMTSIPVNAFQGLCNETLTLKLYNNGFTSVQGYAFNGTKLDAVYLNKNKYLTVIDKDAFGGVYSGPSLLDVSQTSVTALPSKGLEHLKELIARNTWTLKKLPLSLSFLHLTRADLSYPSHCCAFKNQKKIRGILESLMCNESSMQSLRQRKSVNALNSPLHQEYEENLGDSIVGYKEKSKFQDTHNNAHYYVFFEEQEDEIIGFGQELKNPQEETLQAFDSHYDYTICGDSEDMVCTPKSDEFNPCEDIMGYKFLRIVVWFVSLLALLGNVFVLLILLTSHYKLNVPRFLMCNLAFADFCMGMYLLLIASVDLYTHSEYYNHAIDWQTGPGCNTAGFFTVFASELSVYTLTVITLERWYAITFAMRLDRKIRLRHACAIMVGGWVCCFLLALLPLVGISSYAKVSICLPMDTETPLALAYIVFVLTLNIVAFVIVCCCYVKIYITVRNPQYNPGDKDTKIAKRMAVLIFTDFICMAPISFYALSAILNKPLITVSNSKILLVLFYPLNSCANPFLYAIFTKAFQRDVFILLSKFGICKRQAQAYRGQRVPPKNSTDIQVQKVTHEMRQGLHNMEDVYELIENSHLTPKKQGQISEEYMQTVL
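Cell-based HTRF cAMP assay; TSHR cells + compound, TSH EC80 (4nM final), 2 h, 37 deg C. Lysis with anti-cAMP cryptate and cAMP-d2, 30 min RT, read 665/620 nm.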
TSG101-PTAP inh = blocks PTAP/TSG101 interaction to inhibit HIV-1 budding. 340,000 tested, under 10 active. Fluorescence polarization, FITC-PTAP peptide / Tsg101 binding. Q99816. Potency, µM (top dose mostly 115 µM), for inactives: top-dose activity change, negative = inhibition, most hits filed as inhibitors. AID 493005; active = well fitted inhibition curve with a large enough effect in the main read-out, with a control signal flat, not every such curve was filed as active; inconclusive = small, poorly fitted or top-dose-only effect, or effect the other way, or a change in a side signal; inactive = no such curve, though single readings can be large or run the other way; also: potency is read from the fitted curve at half-maximal effect; % of control where 0% means no effect
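Fluorescence polarization binding of Tsg101 binding domain (10 uM final) to FITC-labeled PTAP peptide (50 nM final) in HEPES pH 7.5 buffer with NaCl, Tween 20, EDTA, TCEP. Compounds added before peptide; binding 20 min at RT.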
Menin-MLL TR inh = inhibitors of human menin-MLL interaction, mutant MLL peptide; Menin + Texas Red MLL mutant peptide, fluorescence polarization; 270,000 tested, 0.23% active; O00255; AID 1768; Potency, µM (doses to about 61.6 µM), for the others: at the highest dose FP activity change, negative = inhibition, actives largely listed as inhibitors; active = well fitted inhibition curve with a large enough effect in the polarisation, with a control signal flat, not every such curve was filed as active; inconclusive = small, poorly fitted or top-dose-only effect, or effect the other way, or a change in a side signal; inactive = no such curve, though single readings can be large or run the other way; the % refers to the polarisation; also: potency is read from the fitted curve at half-maximal effect; % of control where 0% means no effect; many of its hits are not listed in these tables
MBNL1-CUG inh = blocks human MBNL1 binding to CUG repeat RNA. Q9NR56. Potency, µM (top dose mostly 57.5 µM), for the others: at the top dose activity change, negative = inhibition, actives largely listed as inhibitors. TR-FRET MBNL1-His/biotin-(CUG)12 binding, 665/545 ratio. 280,000 tested, 0.036% active. AID 2675; active = well fitted inhibition curve with a large enough effect in the signal ratio, with a control signal flat, not every such curve was filed as active; inconclusive = small, poorly fitted or top-dose-only effect, or effect the other way, or a change in a side signal; inactive = no such curve, though single readings can be large or run the other way; the % refers to the signal ratio; also: potency is read from the fitted curve at half-maximal effect; % is scaled to controls: 0 for no effect and ±100 for the full control effect
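Compounds (final 92 nM to 58 uM) are added to His-tagged MBNL1 and biotin-(CUG)12, then terbium anti-His antibody and streptavidin-XL665 (5 nM final). After 60 min at room temperature, the 665/545 nm ratio is read.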
TCR activator = activates T cell receptor signaling | 330,000 tested, under 10 active | Potency, µM (doses to about 9.22 µM), for the others: at the highest dose activation of IL-2 secretion, usual class: activators | AID 504894 | primary human leukocytes, anti-CD3, IL-2 HTRF, 48 h; also: % of control where 0% means no effect
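Primary human leukocytes were stimulated with a-CD3 beads plus compounds for 48 hr without co-stimulation; secreted IL-2 was quantified by HTRF using a-IL-2-K (europium cryptate) and a-IL-2-d2, excited at 320nm with acceptor emission read at 665nm.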
ASM inhibitor = blocks human secretory acid sphingomyelinase; P17405; placental ASM, HMU-PC fluorogenic substrate, 60 min; Potency, µM (series often up to 57.5 µM), for inactives: at the highest dose activity change, negative = inhibition, usual class: inhibitors; 340,000 tested, 0.006% active; also: potency is read from the fitted curve at half-maximal effect
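Steps: dispense placental human ASM, pin compound, wait 10 min at room temperature, add HMU-PC0 substrate at 9 uM final, incubate 60 min at 37 °C, add stop solution raising pH to 10, read fluorescence.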
* hit, by the source's call; u = inconclusive; x = no result given; & = joins results of further samples; [ ] = another dose, or the depositor's remark. Unless noted, calls follow the shape of the dose curve; as a rule, active = well fitted curve in the direction sought with a large enough effect; inconclusive = small, poorly fitted or top-dose-only effect, or another doubt; inactive = no such curve, though single readings can be large; an effect the other way counts as inactive or inconclusive. Only part of the results is shown. The share of hits here may be higher or lower than overall.

SMILES	CXXC DNA block	Mito fusion yeast	A-T KAP1 phos	Integrin act MD	TSHR antagonist	TSG101-PTAP inh	Menin-MLL TR inh	MBNL1-CUG inh	TCR activator	ASM inhibitor
COc1ccccc1N1CCN(C(CNC(=O)c2ccco2)c2cccnc2)CC1 (centres undefined)	2%	-3%	-6%	3%	-1	-1%	2%	1%	1%	2%
CC(=O)Nc1ccc(NS(=O)(=O)C(F)(F)F)cc1	-2%	-2%	-4%	0%	8	-4%	27%	-4%	2%	4%
COc1ccc(C(=O)N2CCCC(CNC(=O)c3ccc(F)cc3)C2)cc1OC (centres undefined)	6%	1%	21%	10%	2	0%	x	-7%	-2%	-1%
O=C(COc1ccc(Br)cc1F)N1CCN(c2ncccn2)CC1	-9%	-1%	12%	-18%	-5	-4%	-11%	-1%	-5%	0%
COC(=O)c1ccc(CSc2ccc(S(=O)(=O)N3CCCCC3)cn2)cc1	x	-9%	10%	-12%	-14	0%	x	x	3%	-1%
Cc1cccc2cc(CN(C(=S)NCC(C)C)C3CCCC3)c(=O)[nH]c12	-3%	12%	4%	5%	5	-7%	-8%	1%	1%[46.1 µM]	-1%
CN(c1ccc(C(=O)NC2CC3CCC2C3)cc1)S(C)(=O)=O (centres undefined)	15%	-1%	-7%	11%	-7	3%	-15%	-7%	3%	10%
O=C(CSc1ncccn1)NC1CCS(=O)(=O)C1 (centres undefined)	1%	0%	7%	-13%	24	-5%	x	1%	2%	-2%
Cc1ccc(NC(=O)c2ccc3[nH]c(=O)c(=O)[nH]c3c2)nc1	2%	2%	5%	-40%	-6	-2%	-1%	11%	1%	3%
O=C(CSc1nc2ccccc2s1)Nc1ccc(Cl)c(S(=O)(=O)N2CCOCC2)c1	9%	13%	3%	-43%	-29	0%	16%	79%[activator]	-4%[46.1 µM]	-10%
Cc1ccccc1NC(=O)C(C)N1C(=O)c2ccccc2C1=O (centres undefined)	3%	-2%	-8%	u	-9	-2%	-15%	4%	-6%	-2%
COC(=O)c1ccc(CSC2=NC[C@@H]3[C@@H]4C(=O)N(Cc5ccccc5)C(=O)[C@@H]4[C@](C)(C(=O)OC)N23)cc1	x	x	4%	-8%	2	-1%	x	x	-2%[46.1 µM]	1%
CCN1C(=O)C(CC(=O)NC2CCCCC2)N(CC)C1=O (centres undefined)	-8%	-5%	-3%	12%	0	-6%	9%	-1%	3%	2%
Cc1c(N(C)S(=O)(=O)c2cc(C(=O)Nc3ccccn3)ccc2Cl)c(=O)n(-c2ccccc2)n1C	x	-1%	-15%	-6%	3	-2%	x	x	3%	-3%
Cc1ccc(NC(=O)CSCC(=O)N(C)CC(=O)Nc2ccccc2C(F)(F)F)cc1	x	-3%	-3%	5%	12	1%	x	x	x	1%
CCCCn1nnc(NC(=O)COc2cc(C)ccc2C(C)C)n1	0%	9%	-2%	-21%	-11	-1%	-22%	-1%	6%	0%
O=C(NC(=S)NC12CC3CC(CC(C3)C1)C2)c1ccc(F)cc1	x	x	18%	-22%	-4	-4%	x	x	-3%	-1%
O=C(O)C1CC(O)CN1C(=S)Nc1ccccc1 (centres undefined)	2%	0%	-2%	9%	-14	0%	16%	-1%	6%	-2%
CCN(c1ccc(OC)cc1)S(=O)(=O)c1nnc(NC(=O)COc2ccccc2)s1	7%	23%	10%	3%	-19	-1%	x	-1%	6%	11%
Cc1cccc(NC(=O)NCCc2c[nH]c3ccccc23)c1	3%	-2%	0%	4%	-5	8%	u	-1%	0%	-5%
O=C(NCc1cccnc1)c1cccc(S(=O)(=O)NCc2ccccc2)c1	x	-5%	-10%	16%	-1	-1%	x	x	-2%	1%
CC(C)(C)C(=O)NC(=S)Nc1ccccc1N1CCCC1	5%	5%	1%	-10%	-4	-1%	u	-5%	12%	-1%
O=C(O)c1cc(-c2ccc(-c3c(-c4ccc5c(c4)OCO5)noc3-c3ccsc3)cc2)nc2ccccc12	3%	-10%	-13%	17%	16	-5%	u	0%	-3%	12%
c1ccc(CN2CCN(c3ncnc4c3[nH]c3ccccc34)CC2)cc1	4%	3%	-4%	-39%[inhibitor]	-32	0%	21%	-5%	-3%	3%
Cn1c(=O)oc2cc(S(=O)(=O)NCCC(=O)N3CC=C(c4ccccc4)CC3)ccc21	6%	3%	-2%	-9%	1	-9%	11%	8%	3%	-1%
COc1ccc(NC(=O)N2CCCC2C(=O)NC2CCCC2)cc1 (centres undefined)	4%	6%	1%	1%	0	1%	15%	-2%	13%	1%
CCC1(C(=O)NC(=Nc2ccccc2)Nc2ccccc2)CCOC1=O (centres undefined)	x	x	x	-7%	x	0%	x	x	-5%	0%
CC(C)C1NC2(C(=O)c3ccccc3C2=O)C2C(=O)N(c3ccc(F)cc3)C(=O)C12 (centres undefined)	5%	1%	0%	-9%	3	0%	8%	2%	-7%	0%
Cc1cc(C)cc(C(=O)N[C@@H](C)C(=O)N2CCC3(CC2)NCCc2[nH]cnc23)c1	0%	-7%	-6%	3%	-1	-9%	x	-1%	-2%	5%
CCN(Cc1ccccc1)S(=O)(=O)c1ccc(C(=O)N(CCCN(C)C)c2nc3cc(OC)ccc3s2)cc1	x	-3%	1%	-66%[inhibitor]	1	-2%	x	x	-3%	-9%
COC(=O)c1ccccc1NC(=O)c1cnn2c(C(F)F)cc(C3CC3)nc12	3%	u	30%	29%	11	0%	-5%	7%	-19%	-14%
Cn1ncc(Cl)c1C(=O)N1CCCc2ccccc21	13%	1%	2%	-26%	1	-4%	-5%	-5%	-3%	1%
O=S(=O)(Nc1ccc(N2CCCCC2)cc1)c1ccc(F)cc1F	-2%	0%	0%	-12%	2	-8%	x	x	-4%	0%
COc1ccc(-c2nnc(-c3ccc(N(C)C)cc3)o2)cc1	4%	2%	x	3%[7.66 µM]	x	-6%	24%	0%	x	x
Cc1c(S(=O)(=O)N2CCN(c3cccc(Cl)c3)CC2)c(=O)n(C)c(=O)n1C	13%	4%	1%	20%	2	x	x	-8%	3%	1%
Cc1cc(C)cc(N(CC(=O)NC2CCCC2)C(=O)c2csnn2)c1	21%	2%	-18%	5%	-17	-4%	-20%	16%	-4%	0%
O=C(CCc1c[nH]c2ccccc12)NCc1ccncc1	-6%	0%	6%	1%	11	-1%	-8%	-16%	-11%	2%
CCOC(=O)c1ccc(N=Cc2nc(-c3ccccc3)oc2OC(C)=O)cc1	-17%	-3%	0%	6%	2	-5%	6%	-1%	-7%	-6%
COc1ccc2c(ccc[n+]2CC(=O)c2ccccc2)c1	14%	-3%	-3%	13%	-17	-6%	-2%	u	-1%	58%[activator]
COCCn1c(SCC(=O)NC2CCCC2)nnc1-c1ccco1	6%	-5%	3%	4%	10	2%	-6%	-3%	1%	3%
O=C(Nc1cccc(F)c1)NC1(C(=O)N2CCOCC2)CCCCC1	13%	-5%	5%	-5%	-6	2%	0%	2%	0%	1%
COc1cc(NS(=O)(=O)c2cc(C(=O)NCCc3ccccn3)ccc2OC)cc(OC)c1	x	x	14%	0%	3	-4%	x	x	3%	-2%
C/C=N/N(c1ccccc1)c1ccccc1	2%	-3%	-3%	18%	-5	-3%	x	-7%	1%	1%
O=C(C1=C(O)C(=O)N(Cc2ccco2)C1c1cccc([N+](=O)[O-])c1)c1ccco1 (centres undefined)	-2%	-2%	5%	-8%	10	x	u	u	3%	0%
O=C(Cc1ccccc1Cl)Nc1ccc(S(=O)(=O)Nc2nccs2)cc1	11%	1%	1%	3%	5	-2%	19%	2%	-2%	-2%
Cc1cc2c(s1)c1cnn(Cc3ccccc3F)c(=O)c1n2C	7%	1%&-1%	0%	-34%	2	4%	0%	12%	-3%	5%
c1ccc(C(c2ccccc2)c2noc(CN3CCN(C4CCCC4)CC3)n2)cc1	3%	-1%	5%	-35%	-9	-1%	-5%	4%	5%	-1%
COC(=O)/C(C#N)=C/c1c(N2CCCCCC2)nc2ccccn2c1=O	20%	2%	-23%	10%	2	0%	-16%	u	1%	-2%
Cc1cccc(Cc2c(C)[nH]c(=O)c(C#N)c2C)c1	13%	1%	0%	-14%	6	-1%	-10%	-8%	0%	-1%

Compound activity: PubChem, National Center for Advancing Translational Sciences (NCATS)
